Screens as filed in PubChem BioAssay.
TRPV1 agonist – HTS Assay for Compounds that Act as Agonists of the Vanilloid Receptor 1; Transient receptor potential cation channel subfamily V member 1 (Homo sapiens), Q8NER1; TRPV1-expressing cells, Fluo-8 calcium influx, agonist mode; activation, % at 8.33 µM; actives 0.19% (n = 320,000); in the data active = activation above about 80%; inconclusive = between about 30% and that limit; also: 0% is about no effect
Target sequence (Q8NER1 whole entry, looked up): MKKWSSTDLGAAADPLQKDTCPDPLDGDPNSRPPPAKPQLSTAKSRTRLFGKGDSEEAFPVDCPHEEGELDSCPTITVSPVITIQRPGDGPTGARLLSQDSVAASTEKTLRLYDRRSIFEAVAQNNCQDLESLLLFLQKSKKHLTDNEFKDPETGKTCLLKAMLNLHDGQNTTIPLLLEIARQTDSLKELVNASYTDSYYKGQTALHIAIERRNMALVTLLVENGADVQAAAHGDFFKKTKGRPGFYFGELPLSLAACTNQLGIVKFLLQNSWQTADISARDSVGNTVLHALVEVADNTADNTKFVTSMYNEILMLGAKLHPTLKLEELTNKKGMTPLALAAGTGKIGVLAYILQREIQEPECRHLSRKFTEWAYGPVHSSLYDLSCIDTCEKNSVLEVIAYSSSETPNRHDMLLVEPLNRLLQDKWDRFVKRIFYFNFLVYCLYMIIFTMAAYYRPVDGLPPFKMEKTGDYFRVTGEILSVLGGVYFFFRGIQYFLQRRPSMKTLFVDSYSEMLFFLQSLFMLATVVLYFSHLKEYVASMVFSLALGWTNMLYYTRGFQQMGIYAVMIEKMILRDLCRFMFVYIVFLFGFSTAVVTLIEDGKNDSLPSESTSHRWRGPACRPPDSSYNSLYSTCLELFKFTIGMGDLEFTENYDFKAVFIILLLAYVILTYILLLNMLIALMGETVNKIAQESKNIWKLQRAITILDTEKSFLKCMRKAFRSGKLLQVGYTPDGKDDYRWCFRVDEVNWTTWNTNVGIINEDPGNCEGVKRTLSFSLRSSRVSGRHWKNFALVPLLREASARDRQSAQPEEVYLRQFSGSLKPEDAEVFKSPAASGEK
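Fluo-8 calcium influx in TRPV1-expressing cells, kinetic read (ex 480/em 520 nm). Compound added and read 3 min for agonist activity, followed by capsaicin at EC20 final and 2 min further read for enhancement.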
KCNH2 3.1 inh – qHTS for Inhibitors of KCHN2 3.1: Mutant qHTS | activity change, % (tested at about 1.8 µM) | U2OS KCNH2 3.1, thallium flux FluxOr; hits give low values | actives 0.95% (n = 340,000) | Potassium voltage-gated channel subfamily H member 2, brain isoform KCNH2 3.1 (human);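 active = maximum activity change below -70%; inconclusive = maximum activity change from -70% to -50%; inactive = maximum activity change above -50%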;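 also: thallium influx rate constant from kinetic fluorescence after stimulation buffer; % is scaled to controls: 0 for no effect and ±100 for the full control effect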
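Kinetic fluorescence (2 min after stimulation buffer) measures Tl+ influx through KCNH2 3.1 expressed by viral transduction in U2OS cells; the rate constant is normalized against DMSO controls serving as positive and negative references.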
KCNH2 WT inh – qHTS for Inhibitors of KCHN2 3.1: Wildtype qHTS; actives 0.37% (n = 340,000); activity change, % at 1.84 µM; Voltage-gated inwardly rectifying potassium channel KCNH2 (Homo sapiens), Q12809; U2OS, BacMam KCNH2, thallium flux FluxOr; hits give low values; AID 720551, 2013;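 active = maximum activity change below -70%; inconclusive = maximum activity change between -70% and -50%; inactive = maximum activity change above -50%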; also: % is scaled to controls: 0 for no effect and ±100 for the full control effect
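U2OS cells transduced with wild-type KCNH2 virus are loaded with FluxOr dye for 45 min, and thallium flux is measured in kinetic reads before and after stimulation buffer. Rate constants are normalized to DMSO controls.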
TCR act – Activators of T cell receptors: qHTS campaign. Potency, µM (doses to about 9.22 µM), without a hit: at the top dose activation of IL-2 secretion, usual class: activators. 330,000 tested, under 10 active. primary human leukocytes, anti-CD3, IL-2 HTRF, 48 h; also: % of control where 0% means no effect
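48 hr co-incubation of compounds, a-CD3 beads and primary human leukocytes; IL-2 quantified homogeneously by HTRF with anti-IL-2 K and d2 conjugates.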
Eya2 inh – qHTS Assay for Inhibitors of the Phosphatase Activity of Eya2. Potency, µM (top dose mostly 76.9 µM), for the others: at the top dose activity, negative = inhibition, hits mostly inhibitors. AID 488837, 2010. actives 0.006% (n = 330,000). recombinant Eya2, OMFP fluorescence dephosphorylation (OMFP is methylfluorescein phosphate). Protein phosphatase EYA2 (Homo sapiens), O00167; also: potency is read from the fitted curve at half-maximal effect; % is scaled to controls: 0 for no effect and ±100 for the full control effect
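Eya2 protein (added as 0.2 uM solution) was preincubated with compound for 10 min at ambient temperature in 50 mM HEPES pH 7.5, 50 mM NaCl, 5 uM MgCl2, 0.05% BSA, 1 mM DTT. OMFP (added at 50 uM) then reacted 10 min; fluorescence read at 485/525 nm.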
Mito fusion yeast – qHTS Assay for Small Molecule Inhibitors of Mitochondrial Division or Activators of Mitochondrial Fusion; actives 0.23% (n = 320,000); S. cerevisiae fusion-defective mutant growth rescue, CellTiterGlo 48 h; Potency, µM (highest dose often 46.1 µM), inactives show at the top dose growth rescue (activation), usual class: activators;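 also: potency is read from the fitted curve at half-maximal effect; % of control where 0% means no effect; nearly all actives have a fitted effect of over 45% in size; temperature-sensitive fusion mutants such as fzo1-1 at 37 °C on non-fermentable ethanol glycerol medium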
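S. cerevisiae fusion-defective temperature-sensitive mutants (e.g. fzo1-1, mgm1-5) grown 48 h at 37C in YPEG (ethanol/glycerol non-fermentable) medium with 23 nl compound per well; growth rescue read as CellTiterGlo luminescence.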
USP2a block – qHTS Assay for Inhibitors of Ubiquitin-specific Protease USP2a Using CHOP2 as the Reporter. Ubiquitin carboxyl-terminal hydrolase 2 (Homo sapiens), O75604. USP2 core, Ub-CHOP2 coupled fluorogenic reporter, 485/531. Potency, µM (top dose mostly 38.3 µM), for the others: at the top dose activity change, negative = inhibition, usual class: inhibitors. actives 0.01% (n = 330,000);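 also: potency is read from the fitted curve at half-maximal effect; plate controls were DMSO wells for no effect and full inhibition by NEM control for full effect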
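Cell-free coupled assay: 10nM USP2 core preincubated 30min RT with compound in Tris-HCl pH 8.0/CaCl2/CHAPS buffer, then 25nM Ub-CHOP2 and 25nM reporter substrate; fluorescence (Ex 485/Em 531) read after 60min RT, normalized to NEM inhibition, concentration-response curves fitted.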
TSHR antagonist – Antagonists of the Thyroid Stimulating Hormone Receptor: HTS campaign; actives 0.2% (n = 330,000); Thyrotropin receptor (Homo sapiens), P16473; AID 504810, 2011; activity change, negative = inhibition, % at 11.5 µM; TSHR-expressing cells, TSH-stimulated cAMP HTRF, 2 h; hits give low values;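 active = activity change below a set negative limit, meaning inhibition stronger than a set level, cut at about -70% in these data; inconclusive = activity change between two set negative limits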; also: % is scaled to controls: 0 for no effect and ±100 for the full control effect
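TSHR-expressing cells were treated with compounds, then stimulated with TSH at EC80 (4nM final) for 2 hours at 37 deg C. Cellular cAMP was measured by HTRF competition between lysate cAMP and cAMP-d2 for a cryptate-labelled anti-cAMP antibody.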
ELG1 repair inh – qHTS screen for small molecules that inhibit ELG1-dependent DNA repair in human embryonic kidney (HEK293T) cells expressing luciferase-tagged ELG1; actives 2.3% (n = 330,000); Potency, µM (doses to about 46.1 µM), for the others: at the top dose activity change, negative = inhibition, hits mostly inhibitors; HEK293T ELG1-luciferase reporter, luminescence, 16 h; DNA damage induced by 5-fluorouridine; also: potency is read from the fitted curve at half-maximal effect; % is scaled to controls: 0 for no effect and ±100 for the full control effect; nearly all actives have a fitted effect of over 55% in size
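Overnight (16 hr) co-exposure of 2,000 cells/well to 5-fluorouridine and compound at 37 °C preceded detection. Luciferase was quantified via ONE-Glo luminescence; loss of signal denotes inhibition.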
AT treatment – qHTS Assay for Identifying a Potential Treatment of Ataxia-Telangiectasia. […] A-T fibroblasts, KAP-1 phosphorylation AlphaLISA; neocarzinostatin DNA damage 30 min before lysis. Potency, µM (titrated, usually from 57.5 µM), for inactives: top-dose activation, usual class: activators. actives 0.19% (n = 320,000). AID 485349, 2010; also: potency is read from the fitted curve at half-maximal effect; % of control where 0% means no effect; nearly all actives have a fitted effect of over 45% in size
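ATM-like activity read as KAP-1 phosphorylation via AlphaLISA donor/acceptor antibody pairs after lysis and 6 hr at 25C. Cells were ATM-null patient fibroblasts ([…], hTERT), dosed 60 min, then exposed to the DSB inducer NCS for 30 min.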
* marks the source's active call; other numbers are inactive results; u = inconclusive; x = no result given; [ ] = another dose, or the depositor's remark. Unless noted, calls follow the shape of the dose curve; as a rule, active = well fitted curve in the direction sought with a large enough effect; inconclusive = small, poorly fitted or top-dose-only effect, or another doubt; inactive = no such curve, though single readings can be large; an effect the other way counts as inactive or inconclusive. Only part of the results is shown (hit frequency here may not be typical).

SMILES | TRPV1 agonist | KCNH2 3.1 inh | KCNH2 WT inh | TCR act | Eya2 inh | Mito fusion yeast | USP2a block | TSHR antagonist | ELG1 repair inh | AT treatment
Cc1nnc(NC(=O)c2ccc(S(=O)(=O)C(F)F)cc2)s1 | 2 | -4 | -9 | 8% | 5% | 4% | 0% | -5 | u | 4%
COc1ccc(-c2cc(C(=O)N3CCCc4ccccc43)no2)cc1OC | 3 | -28 | -19 | 0% | 5% | 13% | -2% | -16 | -2% | 10%
O=C(Nc1ccccc1)N1CCCc2ccccc21 | -1 | 6 | 6 | -5%[46.1 µM] | -6% | 7% | -4% | -2 | 7% | -2%
C=CCn1cnc2scc(-c3ccc(CC)cc3)c2c1=O | -1 | 3 | -4 | 6% | x | 21% | x | x | x | x
COc1ccc(NC(=O)COc2ccc(CNCCCN3CCOCC3)cc2OC)cc1 | -1 | -4 | 17 | 3% | 0% | -2% | 2% | -3 | -3% | 9%
Cc1cccc(NC(=O)C2CCCN(C(=O)NCc3ccccc3)C2)c1C (stereo not drawn) | -3 | -7 | 3 | -3% | -1% | -1% | 1% | 2 | -7% | 3%
COCCNc1ccc(N2C(=O)CCCC2=O)cc1[N+](=O)[O-] | -2 | 12 | -10 | 6% | -4% | 0% | 2% | 3 | 0% | -2%
CCn1c2ccccc2c2cc(/C=N/n3c(-c4cc(C)[nH]n4)n[nH]c3=S)ccc21 | x | -8 | 1 | 11% | 8% | 4% | 1% | -21 | u | -11%
N#Cc1c(NC(=O)CSc2nc(N)cc(=O)[nH]2)sc2c1CCCCCC2 | 8 | 4 | 16 | -2% | 1% | -4% | -1% | -36 | u | -2%
COc1cc2ccccc2cc1C(=O)N1CC(C)CC(C)C1 (stereo not drawn) | 27 | -7 | -6 | -3% | -2% | 1% | -2% | -4 | u | 1%
Cc1ccc(C(=O)Nc2ccc(C(=O)N/N=C/c3ccccn3)cc2)cc1 | 2 | -3 | 0 | 1% | 5% | 7% | 1% | 7 | 17% | 16%
CCNC(=O)C(=O)Nc1cc2c3c(c1)CCN3C(=O)CC2 | -3 | 11 | 9 | 1% | 1% | -6% | 2% | 18 | u | 0%
CC(=O)N1CCN=C1SCc1ccccc1Cl | -4 | 7 | 3 | -1% | 20% | -2% | 1% | 6 | 11% | -2%
N#Cc1ccc(OCC(=O)N2CCCC2=O)cc1 | 3 | 7 | -10 | -2% | -21% | -2% | 1% | 2 | 1% | 3%
COc1ccc2c(c1OC)C(=O)N(c1ccc(O)cc1)C2=O | 0 | 4 | -10 | 4% | 9% | -5% | 1% | 2 | 13% | -4%
Cc1ccn2cc(C(=O)Nc3ccc4c(c3)OCCO4)nc2c1 | 30 | 7 | 1 | 9% | 1% | 8% | -5% | -2 | u | -1%
CC(C)(CNC(=O)C1c2ccccc2-c2ccccc21)N1CCOCC1 | 7 | 4 | 3 | 1% | 13% | 9% | 2% | -82* | 0% | -2%
CCOC(=O)c1cnc2c(C)cc(C)cc2c1Nc1ccc(S(=O)(=O)Nc2ncccn2)cc1 | -1 | 11 | 9 | 2%[46.1 µM] | 1% | 6% | 3% | 10 | u | 7%
CC(=O)Oc1c(I)cc(I)cc1C(=O)Nc1ccc(Cl)cc1 | 20 | -10 | 2 | x | -5% | -26% | 3% | -106* | -17% | 17%
CCc1nnnn1-c1ccc([N+](=O)[O-])cc1C | -1 | -5 | 5 | 8% | -3% | 5% | 1% | -3 | 0% | 0%

Some of the entries so far, in CSV form.
molecule,TRPV1 agonist,KCNH2 3.1 inh,KCNH2 WT inh,TCR act,Eya2 inh,Mito fusion yeast,USP2a block,TSHR antagonist,ELG1 repair inh,AT treatment
N#Cc1ccc(OCC(=O)N2CCCC2=O)cc1,3,7,-10,-2%,-21%,-2%,1%,2,1%,3%
COc1ccc2c(c1OC)C(=O)N(c1ccc(O)cc1)C2=O,0,4,-10,4%,9%,-5%,1%,2,13%,-4%
Cc1ccn2cc(C(=O)Nc3ccc4c(c3)OCCO4)nc2c1,30,7,1,9%,1%,8%,-5%,-2,u,-1%
CC(C)(CNC(=O)C1c2ccccc2-c2ccccc21)N1CCOCC1,7,4,3,1%,13%,9%,2%,-82*,0%,-2%
CCOC(=O)c1cnc2c(C)cc(C)cc2c1Nc1ccc(S(=O)(=O)Nc2ncccn2)cc1,-1,11,9,2%[46.1 µM],1%,6%,3%,10,u,7%
CC(=O)Oc1c(I)cc(I)cc1C(=O)Nc1ccc(Cl)cc1,20,-10,2,x,-5%,-26%,3%,-106*,-17%,17%
CCc1nnnn1-c1ccc([N+](=O)[O-])cc1C,-1,-5,5,8%,-3%,5%,1%,-3,0%,0%

More entries.
SMILES | TRPV1 agonist | KCNH2 3.1 inh | KCNH2 WT inh | TCR act | Eya2 inh | Mito fusion yeast | USP2a block | TSHR antagonist | ELG1 repair inh | AT treatment
O=C(CN1C(=O)NC(Cc2c[nH]c3ccccc23)C1=O)Nc1ccccc1C(F)(F)F (stereo not drawn) | x | 12 | -13 | 4% | 10% | x | 4% | -5 | -3% | 2%
O=C(CCC1CCCC1)Nc1cccc(Cc2ccncc2)c1 | u | 1 | -12 | -2% | -1% | 14% | 1% | -21 | 2% | 3%
COc1ccccc1C(=O)CSc1n[nH]c(N)n1 | 0 | -8 | 1 | -2% | -8% | -1% | 2% | 12 | 13% | -2%
COc1ccc(CC(=O)NNS(=O)(=O)c2ccccc2)cc1OC | 0 | 9 | 3 | -6% | 3% | 0% | -2% | 22 | -3% | -2%
CCC(=O)Nc1ccc(Cl)c(NC(=O)c2ccc([N+](=O)[O-])cc2)c1 | 2 | -8 | -4 | -8%[46.1 µM] | 3% | 2% | 1% | -11 | u | 0%
COC(=O)CCS(=O)(=O)c1nc(-c2ccccc2)cc(C(F)(F)F)n1 | 0 | 2 | 14 | 0% | -6% | -10% | -5% | -36 | u | -6%
Cc1ccc(N(CC(=O)N(C)Cc2ccccc2)S(C)(=O)=O)cc1C | 16 | 2 | -3 | 1% | 5% | 1% | 4% | 30 | 4% | 0%
Cn1c(=O)c2[nH]c(CN3CCN(Cc4ccccc4)CC3)nc2n(C)c1=O | 1 | 0 | 11 | -176% | -11% | 1% | 2% | -3 | -11% | -1%
Cn1c(N)c(C(=O)COC(=O)c2ccc(S(=O)(=O)N3CCCCC3)cc2)c(=O)n(C)c1=O | -4 | x | x | x | 0% | -3% | 0% | 44 | -4% | 13%
CNC(=O)N(C1=NCC(C)S1)c1ccc(F)cc1F (stereo not drawn) | -10 | 10 | -15 | 9% | 6% | 16% | -1% | -9 | u | 2%
Cc1ccc(C(=O)n2nc(-c3cccnc3)nc2N)cc1 | -7 | 1 | -9 | -3% | -40% | 2% | 2% | -2 | -3% | x
CCN(CC)S(=O)(=O)c1ccc(NC(=O)Cn2c(=O)sc3ccccc32)cc1 | u | 6 | 2 | x | -1% | 0% | -1% | -3 | -6% | 3%
CNc1nc2ccccc2n(C)c1=O | -2 | -15 | 1 | -1% | -11% | -7% | 2% | 2 | 4% | -2%
Cc1cc(C)n(C(=O)CNC(=O)c2ccc(C(C)(C)C)cc2)n1 | 1 | -5 | -18 | 1% | 8% | 5% | 0% | 0 | u | -6%
CN1CCN(Cc2cccc(Oc3ccc(Cl)cc3)c2)CC1 | 1 | -38 | -3 | x | 9% | 1% | 0% | -1 | u | x
O=C(NCc1cccs1)c1ccc(Br)o1 | 10 | 33 | -1 | 0%[46.1 µM] | 9% | 3% | -1% | 24 | 21% | 3%
CCN(CC)C(=O)N1CCN(C(=O)c2ccc(C)cn2)CC1 | 3 | -8 | 0 | 0% | 10% | 1% | 0% | 5 | u | x
COc1ccccc1Nc1nc(C)cc(=O)[nH]1 | 0 | 22 | -4 | -25% | -1% | -2% | 4% | -1 | 21% | -3%
